Assay outcomes (PubChem)
Xi reactivation – activators of inactive X chromosome reactivation, primary screen, imaging, XiGFP fibroblasts, GFP high-content imaging, set 2; 360,000 compounds, 0.055% hits; activation, % at 7.58 µM; XiGFP mouse fibroblasts, % GFP-positive cells imaging, 3 d; cells co-treated with 5-aza-dC sensitizer; scaled so ellipticine positive control = 100%;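 active means mean normalized replicate activation at least 10% and every replicate at or above 10%; inconclusive means only one of the two criteria met; inactive means mean below 10% and not all replicates reach 10%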;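 further: 0% = median of on-plate neutral control wells and 100% = ellipticine 6 µM median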
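System: 68-5-11 XiGFP fibroblast line; Timing: 3 days compound exposure; Compound dosing: one concentration, pinned; Benchmarks: positive control ellipticine, 6 µM final; Buffer or medium: DMEM containing 5-aza-dC.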
F508del corr – F508del CFTR correction, initial screen, CFBE line, single point; 350,000 compounds, 0.36% hits; AID 720511, 2013; CFBE cells, YFP halide quenching; stimulated with forskolin plus potentiator P3; % fluorescence drop versus neutral controls; activity (quench increase), % at 7.58 µM;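 active means mean added fluorescence quench of at least 8% versus neutral control, with both replicates also reaching 8%; inconclusive means only one of the mean or replicate conditions met; inactive means mean below 8% and not both replicates reaching 8%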;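 further: cells transiently co-express mutant CFTR-F508del with the halide-sensitive YFP; corrector assay measuring rescue of mutant channel to the surface after 24 h compound exposure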
E-sel inducer – E-selectin induction in HUVECs, primary screen, imaging, HUVEC, immunofluorescence imaging, single point. P16581. normalized: neutral wells 0, TNF-alpha wells 100. activation, % at 7.58 µM. 260,000 compounds, 0.37% hits;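 active means mean E-selectin-positive cell signal at least 10% of the positive control, reached in at least 60% of replicates, without over 20% cell loss; inconclusive means no rule given, readout overlaps actives, possibly toxicity-flagged; inactive means the rest, including those meeting only one limit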;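 further: in these data hits start at about 27%; measured in HUVEC primary endothelial cells; signal is the percent of cells scored E-selectin positive by PE staining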
Target sequence (P16581 whole entry, looked up): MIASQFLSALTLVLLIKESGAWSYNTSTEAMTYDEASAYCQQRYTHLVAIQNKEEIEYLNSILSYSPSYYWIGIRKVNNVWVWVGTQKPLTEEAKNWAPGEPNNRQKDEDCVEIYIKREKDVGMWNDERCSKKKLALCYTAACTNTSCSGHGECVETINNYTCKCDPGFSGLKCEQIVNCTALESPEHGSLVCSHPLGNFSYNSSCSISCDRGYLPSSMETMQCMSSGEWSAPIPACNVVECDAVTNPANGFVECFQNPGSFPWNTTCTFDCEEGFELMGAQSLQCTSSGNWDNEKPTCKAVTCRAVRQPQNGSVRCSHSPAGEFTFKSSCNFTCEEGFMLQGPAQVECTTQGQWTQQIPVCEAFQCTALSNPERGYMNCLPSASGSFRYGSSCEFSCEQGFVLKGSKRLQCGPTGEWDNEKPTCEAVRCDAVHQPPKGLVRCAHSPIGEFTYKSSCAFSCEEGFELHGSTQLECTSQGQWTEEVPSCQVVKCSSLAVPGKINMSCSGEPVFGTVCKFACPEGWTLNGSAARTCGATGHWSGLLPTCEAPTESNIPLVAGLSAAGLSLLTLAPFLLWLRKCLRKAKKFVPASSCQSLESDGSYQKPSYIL
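Assay system: HUVEC primary endothelial cells. Input: 3,000 HUVEC seeded per well. Doses: one compound dose added by pin transfer. Read-out basis: % PE-positive cells. Benchmarks: TNF-alpha high, DMSO low. Detection: immunofluorescence imaging. Buffer or medium: EGM-2, gelatin.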
DENV2 CPE – inhibitors of DENV2 cytopathic effect, primary screen, cell-based, plate reader, single concentration; CPE inhibition, % at 9.99 µM; DENV2-infected cells, cytopathic effect rescue; 350,000 compounds, 1.7% hits; AID 651640, 2012; in the data active means CPE inhibition above about 20%, passing the limit was not always enough; inconclusive means no clear call, values can overlap the other calls; tested in BHK-21 cells;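 further: 0% = median of neutral control wells and 100% = median of positive control wells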
RAD52 anneal inh – RAD52 DNA annealing inhibitors, primary screen, biochemical, FRET, single point, set 2 | DNA repair protein RAD52 homolog (Homo sapiens), P43351 | recombinant RAD52 DNA annealing, FRET fluorescence | inhibition, % at 18.7 µM | 360,000 compounds, 0.46% hits | AID 651710, 2012;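 active means every replicate showing at least 50% inhibition; inconclusive means mean inhibition at least 50% but not in every replicate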
RAD54 inh – inhibitors of human RAD54 branch migration, primary screen, biochemical, fluorescence, single point; inhibition, % at 10.4 µM; DNA repair and recombination protein RAD54-like (Homo sapiens), Q92698; AID 602329, 2012; 360,000 compounds, 0.14% hits; RAD54 Holliday junction branch migration, FAM/BHQ fluorescence;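 active means mean normalized replicate activity at least 40 and at least half of replicates scoring 40 or more; inconclusive means only one of the two criteria met; inactive means mean below 40 and under half of replicates reaching 40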;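 further: 0% = median of neutral control wells and 100% = median of positive control wells; inhibitors cause a drop in the FAM fluorescence signal; in these data hits start at about 50%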
GSIS activator – GLuc luminescence reporter in INS-1E cells, primary screen for activators of glucose-dependent secretion of insulin; AID 743287, 2014; activation, % at 16.6 µM; 370,000 compounds, 0.61% hits; INS-1E GLuc reporter insulin secretion, 2-3 h;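 active means lowest replicate activation of at least 40%, so every replicate reaches that level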;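 further: 0% = median of neutral control wells and 100% = median of IBMX positive control wells; some compounds called inactive have numbers as strong as hits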
CASP6 VEID inh – human caspase-6 inhibitors, primary screen, biochemical, VEID-R110 fluorescence, single point, set 2; AID 686996, 2013; 350,000 compounds, 0.53% hits; purified caspase-6, Z-VEID-R110 cleavage fluorescence; P55212; inhibition, % at 12.5 µM;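 active means mean inhibition across replicates at least about 35%, with every replicate also reaching that limit, limit read from the data; inconclusive means only one of the two criteria met; inactive means neither criterion met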;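 further: 0% = median of neutral control wells and 100% = no fluorescence left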
Target sequence (P55212 24-179 limits assumed): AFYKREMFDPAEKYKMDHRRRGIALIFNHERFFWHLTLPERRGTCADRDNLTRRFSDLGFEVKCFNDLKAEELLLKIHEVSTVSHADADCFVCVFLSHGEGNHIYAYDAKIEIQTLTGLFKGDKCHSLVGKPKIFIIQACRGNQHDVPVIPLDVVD
Target sequence (P55212 194-293 limits assumed): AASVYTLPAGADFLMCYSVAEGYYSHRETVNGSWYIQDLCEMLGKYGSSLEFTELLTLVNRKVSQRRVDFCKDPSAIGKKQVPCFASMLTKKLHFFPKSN
An asterisk follows results filed as active; u = inconclusive; x = not tested or not shown; & = joins results of further samples.

SMILES | Xi reactivation | F508del corr | E-sel inducer | DENV2 CPE | RAD52 anneal inh | RAD54 inh | GSIS activator | CASP6 VEID inh
COC(=O)C[C@@H]1C[C@H]2c3cc(NC(=O)NC4CCCCC4)ccc3O[C@H]2[C@@H](CO)O1 | 0.3 | 1.1 | -0.1 | -3.2 | 16.2 | -27.8 | -3.7 | -1.5
Fc1ccc(/C=N/Nc2ccccn2)cc1 | -0.1 | 3.6 | x | 8.9 | -9.7 | x | 3.3 | -2.8
CC(C)NC(=O)Nc1ccc2c(c1)CC(=O)N([C@@H](C)CO)C[C@@H](C)[C@H](CN(C)C(=O)NC1CCCCC1)O2 | 0.2 | -0.7 | 2.1 | u | -1.1 | -3.6 | 5.0 | 1.1
Cc1cc(OCC(=O)Nc2ccc3oc(=O)ccc3c2)ccc1Cl | x | -0.8 | x | 3.7 | -6.1 | 1.6 | -0.4 | 1.8
Cc1noc(C)c1NC(=O)Nc1cccc2c1O[C@@H](CN(C)Cc1ccc(C(=O)Nc3ccccc3N)cc1)[C@H](C)CN([C@@H](C)CO)C2=O | 0.3 | -0.7 | -0.1 | -14.7 | 12.5 | x | 18.5 | 0.1
C[C@@H]1CN([C@H](C)CO)C(=O)Cc2cc(NC(=O)Nc3ccc(F)cc3)ccc2O[C@@H]1CN(C)CC1CC1 | -0.4 | -0.9 | x | 7.8 | 3.1 | 2.7 | 18.9 | -0.8
OCCOCCn1c(C(CO)Nc2nc(-c3cccc(Br)c3)cs2)nc2ccccc21 (centres undefined) | 0.0 | 2.6 | -0.7 | -12.0 | -32.2 | 0.1 | -3.2 | x
S=C(NCC1CCCO1)Nc1ccccc1Cl (centres undefined) | 0.3 | x | 0.5 | -0.4 | -8.6 | x | 6.9 | 2.0
CCCNC(=O)C[C@H]1CC[C@H]2[C@H](COc3ccc(NC(=O)c4ccc5c(c4)OCO5)cc3C(=O)N2C)O1 | -0.1 | 3.5 | 0.1 | 3.0 | 13.8 | -3.8 | 1.0 | -0.6
CC(=O)N1CCOc2ccc(S(=O)(=O)N3CCC(C(=O)Nc4ccc(F)cc4)CC3)cc21 | 0.0 | -2.3 | x | -4.2 | -14.7 | -2.1 | 14.0 | 4.1
CC1CCN(CC(C)CNC(=O)c2cc(-c3ccccn3)nc3ccccc23)CC1 (centres undefined) | x | 0.1 | x | -3.3 | -2.6 | 6.4 | 28.4 | -25.3
CC(=O)Nc1ccc2nc(-c3ccccc3)cn2c1 | 0.0 | -1.3 | x | 2.5 | -94.0 | x | 2.6 | 1.5
CC(C)NC(=O)N(C)C[C@@H]1Oc2c(NS(C)(=O)=O)cccc2C(=O)N([C@@H](C)CO)C[C@H]1C | -0.6 | 0.3 | 0.1 | -4.1 | 6.0 | -5.8 | 7.4 | 0.7
COc1cccc(-c2ccc([C@@H]3[C@@H](CO)N4C(=O)CN(C(=O)C5CCCC5)C[C@H]34)cc2)c1 | 0.1 | 0.1 | -0.5 | 11.0 | -20.7 | x | -14.2 | 1.2
CCc1nnc(NS(=O)(=O)c2ccc(N=Cc3c(C)[nH]n(-c4cccc(Cl)c4)c3=O)cc2)s1 | 0.0 | -0.3 | x | -9.9 | -27.3 | 10.5 | -0.8 | 3.8
O=C(COc1ccc(Cl)cc1Br)Nc1cccc(S(=O)(=O)N2CCCC2)c1 | 0.4 | -3.1 | x | -3.8 | -27.9 | 2.9 | 3.8 | -0.3
O=C(CSc1ccccn1)N/N=C/c1cc([N+](=O)[O-])ccc1O | 0.0 | -0.4 | 3.8 | x | -22.8 | x | -3.9 | 0.8
O=C(/C=C/NNC(=O)c1ccccc1)c1ccc([N+](=O)[O-])cc1 | -0.1 | -1.2 | x | 0.0 | -9.8 | 7.2 | -11.5 | -0.1
COc1cc2nc(Nc3ccc(F)cc3)nc(N)c2cc1OC | -0.1 | -19.4 | 0.0 | -4.1 | 61.7* | 58.9* | -12.8 | x
CCOc1ccc(C(C(=O)NC2CCCC2)N(C(=O)c2snc(C(N)=O)c2N)C2CCCC2)cc1 (centres undefined) | 0.0 | -0.7 | 0.1 | -5.8 | -5.5 | 17.1 | -30.8 | 0.0
C[C@@H]1CCCCO[C@H](CN(C)S(C)(=O)=O)[C@H](C)CN([C@@H](C)CO)C(=O)c2cc(NS(=O)(=O)c3ccc(F)cc3)ccc2O1 | -1.1 | -1.0 | 0.0 | 8.7 | 4.5 | -7.0 | -0.6 | -0.1
O=C(c1cccnc1)N1C[C@H]2[C@@H](c3ccccc31)[C@@H](CO)N2C(=O)C1CCCC1 | 0.3 | 1.6 | -0.2 | -7.4 | 8.5 | -8.3 | 18.1 | 1.5
C[C@H](CO)N1C[C@H](C)[C@H](CN(C)CC2CCCCC2)OCCCC[C@H](C)Oc2ccc(NC(=O)CCCN(C)C)cc2C1=O | 0.0 | 0.4 | -0.2 | -10.0 | 16.1 | 4.5 | 5.2 | 0.4
O=C(COC(=O)c1cc([N+](=O)[O-])ccc1Cl)NCCc1ccccc1 | 1.2 | 2.1 | x | 8.4 | -10.1 | x | -47.5 | 3.5
CCN(c1ccccc1)S(=O)(=O)c1c(C)noc1C | 0.0 | 0.3 | -2.3 | 0.0 | -10.0 | -9.2 | -2.7 | 1.2
SMILES | Xi reactivation | F508del corr | E-sel inducer | DENV2 CPE | RAD52 anneal inh | RAD54 inh | GSIS activator | CASP6 VEID inh
CC1=NNC(=O)C1CCC(=O)N/N=C/c1ccc(Cl)cc1Cl (centres undefined) | 0.1 | 1.6 | 0.1 | 1.6 | -18.0 | x | 1.7 | 1.2
O=C(Cn1nc(Cc2ccncc2)c2ccccc2c1=O)Nc1cccnc1Cl | -0.2 | 3.1 | 5.1 | 1.8 | -9.3 | -16.0 | 32.0 | 0.0
COc1cc(NC(=S)N2CCN(C)CC2)c(OC)cc1Cl | 0.1 | x | x | 1.1 | -7.9 | x | 4.2 | 2.8
Cc1ccc(S(=O)(=O)NC(=NC2CCCCC2)c2ccc(F)cc2)cc1 | 0.2 | -2.0 | -0.2 | -3.7 | 1.2 | 10.8 | 2.6 | -2.4
COc1ccc(NS(=O)(=O)c2coc(C(N)=O)c2)cc1Cl | 0.2 | 1.8 | x | -16.1 | -20.8 | -5.1 | 10.3 | 1.9
C[C@@H]1CN([C@@H](C)CO)C(=O)c2cc(NC(=O)Nc3ccc(C(F)(F)F)cc3)ccc2O[C@@H]1CN(C)Cc1ccc2c(c1)OCO2 | 0.2 | 3.8 | 0.0 | 0.8 | -13.0 | -7.2 | -11.8 | -1.3
CCOc1ccccc1NC(=O)CSc1nnc(CNC(=O)c2cc(OC)c(OC)c(OC)c2)o1 | 0.1 | 1.9 | x | u | -10.3 | 15.4 | -6.0 | -2.1
Cc1ccc(NC(=O)c2ccc(-n3cccn3)nc2)cc1 | 0.1 | 0.1 | x | -1.2 | -3.0 | x | 8.7 | 1.1
Cc1cccc(C(=O)OCC(=O)NC2CCCCCCC2)c1 | 0.0 | -0.5 | 1.8 | -8.9 | -1.8 | -10.6 | -45.7 | 14.6
CCOC(CN=c1nc(N(C)C)ss1)OCC | 0.6 | 1.9 | 1.0 | 3.7 | -6.9 | x | -21.0 | -0.3
Cc1ccc(-c2nc3ccccn3c2C=O)cc1 | 0.0 | 1.6 | 4.3 | -1.8 | -5.0 | x | x | 2.6
COc1ccc(S(=O)(=O)Nc2ccc3c(c2)C(=O)N([C@H](C)CO)C[C@H](C)[C@H](CN(C)Cc2ccc4c(c2)OCO4)OCCCC[C@@H](C)O3)cc1 | 0.2 | 3.0 | -0.1 | -5.0 | 2.7 | -5.2 | -8.9 | -2.0
Cc1ccccc1-c1ccc(C2[C@H]3CNC[C@@H]2N3S(=O)(=O)c2cn(C)cn2)cc1 (some centres undefined) | 0.0&0.0 | -3.8&1.7 | 0.0&-0.1 | -1.5&-8.7 | -3.4&-3.5 | x | -17.3&11.2 | 2.2
CSCCC(NC(=O)c1ccccc1)C(=O)N1CCN(C(c2ccccc2)c2ccccc2)CC1 (centres undefined) | 0.3 | 0.3 | 1.4 | 7.3 | -11.9 | -6.5 | -22.8 | -0.1
COc1ccc(S(=O)(=O)N(C)C)cc1NC(=O)COC(=O)c1n[nH]c2ccccc12 | 0.1 | 6.7 | 0.1 | 9.1 | -25.9 | -5.0 | -5.7 | -0.4
O=C(Nc1ccccc1)C1=C[C@@H](c2csc3ccccc23)C[C@@H](OCc2ccc(CO)cc2)O1 | -0.6 | 2.9&0.2 | 0.3 | -6.8&0.3 | -100.6&5.1 | -7.8 | x | -1.1&-0.5
Cc1ccccc1CSCc1nc(N)nc(Nc2ccccc2C)n1 | 0.1 | -1.5 | x | -1.6 | -9.4 | x | 9.7 | 0.6
CC(NC(=O)c1ccco1)C(=O)OCC(=O)c1ccc(Cl)s1 (centres undefined) | 0.5 | -1.1 | x | -0.3 | -16.5 | x | -5.0 | 5.1
C[C@@H]1CN([C@@H](C)CO)C(=O)c2cc(C#CCc3ccccc3)cnc2O[C@H]1CN(C)C(=O)Cc1cccnc1 | -0.6 | 0.8 | 0.4 | -7.7 | 1.7 | 2.3 | -26.3 | 2.4
C=C(C)CN(CC)C(=O)CSc1ccc(S(=O)(=O)N2CCN(Cc3ccccc3)CC2)cn1 | 1.7 | -3.3 | -0.3 | 1.1 | -28.4 | -4.0 | -25.8 | 0.5
COc1ccc(C(=O)n2nc(-c3ccc(OC)cc3)nc2N)cc1 | -0.2 | x | -2.4 | 7.1 | 7.3 | -1.7 | 16.3 | 0.7
Cc1sc2nc(SCc3nc4ccccc4[nH]3)n(Cc3ccco3)c(=O)c2c1C | 0.0 | 2.9 | -0.1 | -2.9 | -26.7 | -3.1 | x | -1.6
O=C(CCCCCn1c(=S)[nH]c2ccc(N3CCOCC3)cc2c1=O)NCc1ccccc1 | 0.0 | 5.6 | -0.1 | 17.0 | -21.7 | 6.2 | x | -3.4
COc1ccc(OCC(=O)Nc2ccc(N3CCN(C(=O)c4ccccc4)CC3)c(Cl)c2)cc1 | 0.0 | -2.5 | -0.6 | -6.8 | -11.0 | 4.6 | 7.4 | 1.9
C[C@H]1CN([C@@H](C)CO)C(=O)c2cc(-c3ccncc3)cnc2O[C@H]1CN(C)C(=O)C1CCOCC1 | -1.5 | -0.3 | -1.2 | 6.0 | 15.8 | -1.9 | 11.3 | 0.2
CCCc1nnc(NC(=O)CCC(=O)N2CCN(Cc3ccccc3)CC2)s1 | -0.1 | -0.6 | -0.1 | 1.5 | -12.2 | -7.0 | 6.3 | -3.1
CC(C)NC(=O)C1(C)CSCC(=O)N1CCOc1ccccc1 (centres undefined) | x | 1.6 | -1.7 | 5.6 | -2.8 | x | 1.5 | -0.7
